Tb PFK inh = qHTS Assay to Find Inhibitors of T. brucei phosphofructokinase. Potency, µM (series often up to 57.5 µM), without a hit: at the top dose activity, negative = inhibition, actives largely listed as inhibitors. 330,000 tested, 0.17% active. T. brucei PFK, ADP-Glo luminescence;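 also: potency is read from the fitted curve at half-maximal effect; 0% = uninhibited 1x PFK enzyme wells and -100% = no-enzyme wells; nearly all actives have a fitted effect of over 60% in size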
Target sequence (O15648 whole entry, looked up): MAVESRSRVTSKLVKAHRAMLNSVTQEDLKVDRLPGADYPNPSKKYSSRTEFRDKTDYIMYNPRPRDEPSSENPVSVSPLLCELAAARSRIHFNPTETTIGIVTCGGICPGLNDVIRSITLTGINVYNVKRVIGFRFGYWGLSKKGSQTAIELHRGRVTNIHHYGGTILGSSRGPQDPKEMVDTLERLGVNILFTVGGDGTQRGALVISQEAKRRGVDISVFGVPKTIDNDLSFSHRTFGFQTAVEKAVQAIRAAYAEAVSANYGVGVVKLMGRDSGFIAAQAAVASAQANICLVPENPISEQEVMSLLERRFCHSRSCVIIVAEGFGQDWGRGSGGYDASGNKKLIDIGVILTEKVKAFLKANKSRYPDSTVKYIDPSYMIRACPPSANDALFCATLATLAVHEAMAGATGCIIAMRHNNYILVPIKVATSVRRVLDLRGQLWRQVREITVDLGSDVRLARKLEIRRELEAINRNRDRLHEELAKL
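Activity is normalized to no-enzyme wells (full inhibition) and 1.25 nM enzyme wells (no inhibition). Reaction: 0.5 mM F6P, 0.1 mM ATP, 45 min RT, ADP-Glo luminescence; concentration-response curves fitted and classed by quality.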
AT treatment = qHTS Assay for Identifying a Potential Treatment of Ataxia-Telangiectasia; […] A-T fibroblasts, KAP-1 phosphorylation AlphaLISA; neocarzinostatin DNA damage 30 min before lysis; Potency, µM (doses to about 57.5 µM), without a hit: at the highest dose activation, most hits filed as activators; 320,000 tested, 0.19% active; AID 485349, 2010; also: potency is read from the fitted curve at half-maximal effect; % of control where 0% means no effect; nearly all actives have a fitted effect of over 45% in size
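hTERT-immortalized A-T patient fibroblasts ([…]), 500 cells/well in OPTI-MEM, 1% FBS, got compounds for 60 min, then NCS for 30 min at 37C. Lysates were then assayed for phospho-KAP-1 by AlphaLISA (anti-pKAP1 donor, anti-KAP1 acceptor beads), 6 hr at 25C.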
ELG1 repair inh = qHTS screen for small molecules that inhibit ELG1-dependent DNA repair in human embryonic kidney (HEK293T) cells expressing luciferase-tagged ELG1; HEK293T ELG1-luciferase reporter, luminescence, 16 h; DNA damage induced by 5-fluorouridine; AID 504467, 2011; 330,000 tested, 2.3% active; Potency, µM (highest dose often 46.1 µM), without a hit: top-dose activity change, negative = inhibition, hits mostly inhibitors; also: potency is read from the fitted curve at half-maximal effect; % is scaled to controls: 0 for no effect and ±100 for the full control effect; nearly all actives have a fitted effect of over 55% in size
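Reporter activity after DNA damage by 5-fluorouridine is monitored. Compound-treated cells incubate 16 hr at 37 °C, then ONE-Glo is added for 30 min before luminescence reading.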
TSG101-PTAP inh = qHTS Assay for Iinhibitors of HIV-1 Budding by Blocking the Interaction of PTAP/TSG101; Fluorescence polarization, FITC-PTAP peptide / Tsg101 binding; AID 493005, 2010; Potency, µM (highest dose often 115 µM), without a hit: at the highest dose activity change, negative = inhibition, most hits filed as inhibitors; 340,000 tested, under 10 active; active = well fitted inhibition curve with a large enough effect in the main read-out, with a control signal flat, not every such curve was filed as active; inconclusive = small, poorly fitted or top-dose-only effect, or effect the other way, or a change in a side signal; inactive = no such curve, though single readings can be large or run the other way; also: potency is read from the fitted curve at half-maximal effect; % of control where 0% means no effect
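Steps: Tsg101 binding domain dispensed (10 uM final), compounds pinned in DMSO, FITC-labeled PTAP-motif peptide added (50 nM final); after 20 min binding at room temperature, polarization measured.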
S-ASM inh = Inhibitors of Secretory Acid Sphingomyelinase (S-ASM): qHTS. AID 504937, 2011. 340,000 tested, 0.006% active. Sphingomyelin phosphodiesterase (Homo sapiens), P17405. placental ASM, HMU-PC fluorogenic substrate, 60 min. Potency, µM (top dose mostly 57.5 µM), inactives show top-dose activity change, negative = inhibition, actives largely listed as inhibitors; also: potency is read from the fitted curve at half-maximal effect
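Human placenta-derived ASM preincubated with compound 10 min at room temperature, then reacted with 9 uM (final) fluorogenic HMU-PC substrate for 60 min at 37 C. Stop solution raises pH to 10; fluorescence read at Ex 386/Em 447 nm.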
Mito fusion yeast = qHTS Assay for Small Molecule Inhibitors of Mitochondrial Division or Activators of Mitochondrial Fusion | S. cerevisiae fusion-defective mutant growth rescue, CellTiterGlo 48 h | Potency, µM (series often up to 46.1 µM), for inactives: at the top dose growth rescue (activation), actives largely listed as activators | 320,000 tested, 0.23% active;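 also: potency is read from the fitted curve at half-maximal effect; % of control where 0% means no effect; nearly all actives have a fitted effect of over 45% in size; temperature-sensitive fusion mutants such as fzo1-1 at 37 °C on non-fermentable ethanol glycerol medium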
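Luminescent cell viability in 1536-well qHTS format served as the measure of rescued growth in ts fusion-mutant S. cerevisiae cultured on non-fermentable YPEG for 48 hours at 37C.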
Eya2 inh = qHTS Assay for Inhibitors of the Phosphatase Activity of Eya2 | Protein phosphatase EYA2 (Homo sapiens), O00167 | recombinant Eya2, OMFP fluorescence dephosphorylation (OMFP is methylfluorescein phosphate) | Potency, µM (doses to about 76.9 µM), for the others: at the top dose activity, negative = inhibition, actives largely listed as inhibitors | 330,000 tested, 0.006% active; also: potency is read from the fitted curve at half-maximal effect; % is scaled to controls: 0 for no effect and ±100 for the full control effect
Target sequence (O00167 whole entry, looked up): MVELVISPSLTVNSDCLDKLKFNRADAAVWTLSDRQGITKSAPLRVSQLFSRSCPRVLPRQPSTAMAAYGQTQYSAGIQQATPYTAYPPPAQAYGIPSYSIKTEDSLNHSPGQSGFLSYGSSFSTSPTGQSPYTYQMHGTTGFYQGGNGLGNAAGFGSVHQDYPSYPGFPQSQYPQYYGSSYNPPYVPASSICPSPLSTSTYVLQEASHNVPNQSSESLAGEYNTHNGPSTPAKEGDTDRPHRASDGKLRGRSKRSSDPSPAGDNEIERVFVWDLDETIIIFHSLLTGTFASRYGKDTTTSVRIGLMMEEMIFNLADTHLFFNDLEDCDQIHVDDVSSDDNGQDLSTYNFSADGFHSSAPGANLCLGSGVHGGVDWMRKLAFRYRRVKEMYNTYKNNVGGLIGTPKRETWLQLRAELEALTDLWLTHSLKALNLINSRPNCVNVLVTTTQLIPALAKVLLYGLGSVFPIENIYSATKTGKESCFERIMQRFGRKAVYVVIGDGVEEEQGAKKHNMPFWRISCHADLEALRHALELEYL
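Eya2 (0.2 uM) preincubated 10 min at ambient with compound, then OMFP substrate added at 50 uM; 10 min reaction in 50 mM HEPES pH 7.5, 50 mM NaCl, 5 uM MgCl2, 0.05% BSA, 1 mM DTT. Fluorescence read at Ex 485/Em 525 nm.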
TSHR antagonist = Antagonists of the Thyroid Stimulating Hormone Receptor: HTS campaign | activity change, negative = inhibition, % at 11.5 µM | Thyrotropin receptor (Homo sapiens), P16473 | TSHR-expressing cells, TSH-stimulated cAMP HTRF, 2 h; active compounds read low | 330,000 tested, 0.2% active;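 active = activity change below a set negative limit, meaning inhibition stronger than a set level, cut at about -70% in these data; inconclusive = activity change between two set negative limits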; also: % is scaled to controls: 0 for no effect and ±100 for the full control effect
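TSHR-expressing cells were treated with compounds, then stimulated with TSH at EC80 (4nM final) for 2 hours at 37 deg C. Cellular cAMP was measured by HTRF competition between lysate cAMP and cAMP-d2 for a cryptate-labelled anti-cAMP antibody.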
TCR activator = Activators of T cell receptors: qHTS campaign; primary human leukocytes, anti-CD3, IL-2 HTRF, 48 h; Potency, µM (top dose mostly 9.22 µM), for the others: at the highest dose activation of IL-2 secretion, usual class: activators; 330,000 tested, under 10 active; AID 504894, 2011; also: % of control where 0% means no effect
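HTRF read-out of IL-2 secretion: europium cryptate donor excited at 320nm, d2 acceptor emission at 665nm. Cells were primary human leukocytes incubated 48 hr with compounds and a-CD3 beads, supplying TCR signal only.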
BCR signal inh = qHTS Assay to Find Inhibitors of Chronic Active B-Cell Receptor Signaling. ABC-DLBCL IkBa-CBG/CBR reporter, luminescence ratio, 4 h. Potency, µM (series often up to 46.1 µM), for inactives: top-dose ratio change, negative = lower green/red ratio, most hits filed as inhibitors. AID 493014, 2011. 340,000 tested, 0.05% active; active = well fitted inhibition curve with a large enough effect in the signal ratio, with a control signal flat, not every such curve was filed as active; inconclusive = small, poorly fitted or top-dose-only effect, or effect the other way, or a change in a side signal; the % refers to the signal ratio;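 also: potency is read from the fitted curve at half-maximal effect; plate controls were basal doxycycline-induced cells for no effect and cells given 10 µM MG132 for full effect; MG132 reads +100%, hits lower the ratio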
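Cell line TMD8 (human ABC DLBCL), stably expressing tet-inducible CBG68-IkBa fusion and CBR; IMDM/0.5% FBS; cpd up to 46 uM; dox induction, 4 h, 37C/5% CO2; dual luminescence; green/red ratio; MG132 control.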
a7 integrin act = qHTS for Activators of Integrin-Mediated Alleviation for Muscular Dystrophy; alpha7betagal myoblasts, beta-gal FDG fluorescence, 48 h; 350,000 tested, 0.064% active; AID 624291, 2012; Potency, µM (series often up to 38.3 µM), inactives show at the top dose activation, hits mostly activators;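 also: potency is read from the fitted curve at half-maximal effect; 100% = response of the positive control SU9516; nearly all actives have a fitted effect of over 60% in size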
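alpha7betagal+/- myoblasts (passage 13, 250/well) treated 48 h at 37C with compounds at 1:260 dilution of DMSO stock. Lysed, then beta-galactosidase activity read as FDG fluorescence (ex 480/em 540) after 30 min, with pre-read for autofluorescence.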
The depositor's hits bear a star; ? = inconclusive; / = no result given; & = joins results of further samples; ! = repeats disagree; [ ] = another dose, or the depositor's remark. Unless noted, calls follow the shape of the dose curve; as a rule, active = well fitted curve in the direction sought with a large enough effect; inconclusive = small, poorly fitted or top-dose-only effect, or another doubt; inactive = no such curve, though single readings can be large; an effect the other way counts as inactive or inconclusive. Not all compounds are listed. The share of hits here may be higher or lower than overall.

structure | Tb PFK inh | AT treatment | ELG1 repair inh | TSG101-PTAP inh | S-ASM inh | Mito fusion yeast | Eya2 inh | TSHR antagonist | TCR activator | BCR signal inh | a7 integrin act
CC(C)OP(=O)(OC(C)C)C(Nc1ccccc1)c1cccc2c1OCO2 (configuration not stated) | -4% | 13% | ? | 0% | 1% | 3% | -13% | 65 | -5%[46.1 µM] | ? | 23%
CCCCn1c(=O)c(C=Nc2cc([N+](=O)[O-])ccc2OC)c(O)n(CCCCl)c1=O | -1% | 7% | 21µM* | 2% | -18% | 1% | 5% | -1 | 2%[46.1 µM] | ? | 6%
CC1C(c2cccs2)=[N+]([O-])C(C)(C(=O)c2cccs2)N1O (configuration not stated) | -4% | -3% | 7% | -4% | 1% | 0% | -2% | 4 | -2%[46.1 µM] | 5% | -12%
CCOC(=O)c1c(N)n(CCN2CCOCC2)c2nc3ccccc3nc12 | -7% | / | ? | -2% | / | 3% | 4% | 3 | 5% | 9% | -25%
O=C(COc1ccc2ccccc2c1)N1CCN(CC2CC3C=CC2C3)CC1 (configuration not stated) | 1% | -4% | -4% | 0% | 4% | 2% | 3% | 19 | 1% | 0% | -6%
CCCC1=C(C(=O)OCC)C2(C(=O)Nc3ccc(C)cc32)C(C#N)=C(N)O1 (configuration not stated) | 0% | -2% | -2% | 1% | -3% | -10% | -4% | 8 | 0% | -13% | -23%
CCN1C(=O)/C(=C/c2ccc(N(CC)CC)cc2OC)C(=O)NC1=S | 1% | 2% | 13% | 0% | 6% | 0% | 20% | 16 | -6% | 6% | 9%
Cc1ccccc1CC(=O)N(CCN(C)C)CC1CCCN(Cc2ccccc2F)C1 (configuration not stated) | -5% | -2% | 8% | 0% | -1% | 0% | 8% | -4 | -10% | ? | -41%

Following part:
structure | Tb PFK inh | AT treatment | ELG1 repair inh | TSG101-PTAP inh | S-ASM inh | Mito fusion yeast | Eya2 inh | TSHR antagonist | TCR activator | BCR signal inh | a7 integrin act
O=C(NC1CCCCC1)N1C[C@H]2C[C@@H](C1)c1cccc(=O)n1C2 | 1% | -11% | 24% | -4% | 1% | -17% | -6% | 5 | -32% | 0% | ?
CC(=O)c1ccc2c(c1)C1C(Cl)C(Sc3ccccc3[N+](=O)[O-])CC1C(c1ccccc1)N2 (configuration not stated) | -3% | -8% | ? | -4% | -11% | 3% | -20% | -20 | -10% | ? | 3%
CCCCOC(=O)n1c(=O)oc2ccccc21 | 27% | -3% | ? | -5% | 3% | 2% | 28% | 1 | 1% | ? | 5%
NCCCN1CCN(c2ccccc2)CC1 | -6% | 11% | 13% | -2% | 7% | -6% | -3% | 12 | 11% | ? | -34%
CC(C)c1ccc(N2C(=O)NC(=O)/C(=C/C=C/c3ccco3)C2=O)cc1 | -20% | -8% | ? | 7% | -2% | -2% | 20% | 0 | 8% | ? | -44%
Cc1cc(OCC(=O)NC2CCS(=O)(=O)C2)c2c3c(c(=O)oc2c1)CCC3 (configuration not stated) | -2% | -10% | -2% | -7% | 7% | -4% | -4% | -5 | -6% | 7% | -1%
CN1C(=O)C(=Cc2ccc(OCC(=O)Nc3ccccc3)cc2)C(=O)N(C)C1=O | -24% | 4% | ? | -2% | -6% | -3% | 5% | 13 | -7% | ? | 29%
COC(=O)C1=C(c2cccc(OCc3ccccc3)c2)C[C@@H]2CC[C@H]1N2C(=O)NCCCc1ccccc1 | -2% | 3% | ? | 0% | 0% | 14% | -15% | -6 | 2% | ? | -18%

The list continues:
structure | Tb PFK inh | AT treatment | ELG1 repair inh | TSG101-PTAP inh | S-ASM inh | Mito fusion yeast | Eya2 inh | TSHR antagonist | TCR activator | BCR signal inh | a7 integrin act
COC(=O)C1=C(c2ccc3ccccc3c2)C[C@@H]2CC[C@H]1N2C(=O)NC(C)C | -10% | 15% | 5% | -8% | 7% | -3% | 13% | 8 | 1% | -3% | -5%
CCOc1cc2c(cc1OCC)-n1cccc1C(c1c(O)cccc1OC)NC2 (configuration not stated) | -12% | -5% | ? | -3% | -2% | -28% | -15% | 4 | 7% | 0% | -55%[inhibitor]
COc1nn(-c2ccccc2)c(=O)c(Cl)c1Cl | 2% | 4% | ? | 0% | 2% | -15% | ? | -16 | / | ? | -61%[inhibitor]
COc1ccc2c3c([nH]c2c1)C(C)NCC3 (configuration not stated) | 2% | -21% | 0% | 2% | / | -5% | -4% | -12 | 1% | 14% | -17%
COc1ccc(CCN(C)Cc2ccncc2)cc1OC | -5% | -5% | -1% | -8% | 0% | 1% | -7% | 15 | 2% | 3% | -19%[7.66 µM]
CCOC(=O)C1=C(O)/C(=C/c2ccc(-c3ccccc3C(=O)O)o2)SC1=Nc1ccc(C)cc1 | -2% | 3% | -8% | 10% | 7% | -7% | 2% | -18 | -5% | ? | -38%
Cc1ccc(-n2c(O)c(/C=C3/C(c4ccccc4)=Nc4ccccc43)c(=O)[nH]c2=O)cc1 | -8% | -1% | ? | -1% | -18% | 2% | -4% | 13 | 4%[46.1 µM] | ? | 10%
Fc1cccc(CCNCc2ccccn2)c1 | 1% | -1% | 17% | -3% | -4% | -1% | 0% | 10 | 5% | 2% | 5%

Next records
structure | Tb PFK inh | AT treatment | ELG1 repair inh | TSG101-PTAP inh | S-ASM inh | Mito fusion yeast | Eya2 inh | TSHR antagonist | TCR activator | BCR signal inh | a7 integrin act
COc1cc(/C=C2\C(=O)NC(=O)N(c3ccc(C)cc3)C2=O)cc(OC)c1O | 12% | -5% | -17% | -1% | 4% | -5% | 20% | -11 | 13% | 1% | 2%
C#CCN(C)[C@H](C)Cc1ccccc1 | -1% | / | / | 2% | -4% | -3% | 17% | 3 | -6% | -10% | /
COC(=O)C1=C(C)OC(N)=C(C#N)C12C(=O)Nc1ccccc12 (configuration not stated) | 0% | 10% | 17% | -2% | 1% | 13% | -8% | -7 | 2% | -27% | -4%
Cc1cc(/C=C2\C(=O)NC(=O)N(Cc3ccccc3Cl)C2=O)c(C)n1-c1ccc(C(=O)O)cc1 | -20% | -8% | 6% | 1% | -24% | 0% | 1% | -12 | 4% | -13% | -4%
CCn1c(C)c(C(=O)O)c2cc(OC)ccc21 | -1% | -5% | 0% | -1% | -3% | 1% | 4% | -3 | 5% | -7% | -19%
O=C(N/N=C/c1c(O)n(C2CC2)c(=S)[nH]c1=O)c1ccccc1Cl | -19% | -4% | 27% | -7% | ? | 8% | -12% | 25 | 7% | ? | -6%
CC(C)[C@@]1(NC(=O)[C@@H]2C[C@@H]3c4cccc5[nH]cc(c45)C[C@H]3N(C)C2)O[C@@]2(O)[C@@H]3CCCN3C(=O)[C@H](Cc3ccccc3)N2C1=O | 1% | 2% | -14% | -6% | 35%[activator] | 23µM*! | -9%&5% | 14&-32 | -5% | ? | /
COC(=O)c1cccc(NC(=O)N2C[C@H]3C[C@@H](C2)c2cccc(=O)n2C3)c1 | 4% | -2% | -3% | 0% | -2% | 0% | -6% | 2 | -4% | -6% | -6%
CN1C(=O)NC(c2cccc(O)c2)C(C(=O)c2cccs2)C1(O)C(F)(F)F (configuration not stated) | -2% | 1% | ? | -2% | 0% | -4% | 3% | 28 | 1% | 6% | 1%
COc1ccc(NC(=O)N2C[C@@H]3C[C@@H](C2)c2cccc(=O)n2C3)c(OC)c1 | 0% | 0% | 11% | -3% | 4% | 0% | -14% | -4 | -3% | 12% | 11%

Compound activity from PubChem BioAssay.
